# Screens as filed in PubChem.
# ABHD4 inh: ABHD4 (mouse) inhibition, primary FP screen; Q8VD66; purified mABHD4, FP-Rh probe fluorescence polarization; inhibition, % at 8.92 µM; 370,000 tested, 0.54% active; AID 720543;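 active = inhibition exceeding the mean over every tested compound plus 3 SD, cut at about 30% in these data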;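 also: 0% = plate median of compound wells and 100% = S159A mutant with DMSO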
# Target sequence (Q8VD66 whole entry, looked up): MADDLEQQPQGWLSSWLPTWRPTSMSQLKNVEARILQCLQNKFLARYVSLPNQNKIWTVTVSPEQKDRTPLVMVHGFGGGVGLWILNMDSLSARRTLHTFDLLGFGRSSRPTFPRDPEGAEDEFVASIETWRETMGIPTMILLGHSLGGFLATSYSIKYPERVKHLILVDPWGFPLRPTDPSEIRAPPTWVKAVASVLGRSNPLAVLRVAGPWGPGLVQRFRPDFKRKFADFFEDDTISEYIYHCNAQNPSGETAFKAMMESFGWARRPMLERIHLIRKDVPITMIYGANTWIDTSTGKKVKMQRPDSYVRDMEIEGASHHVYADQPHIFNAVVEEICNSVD
#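 System: mouse ABHD4 enzyme, wild type / Medium: HEPES pH 7.0, NaCl, Pluronic buffer / Reagent: FP-Rh activity-based fluorescent probe / Control set: S159A mutant high control, sample median low control / Detection: fluorescence polarization with parallel and perpendicular emission, 525/598 nm / Schedule: 45 min + 60 min at 25 °C / Compound dosing: 8.92 µM, single dose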
# HTRA1 inh: inhibitors of human serine peptidase HTRA1; Q92743; recombinant HTRA1, FP-rhodamine activity-based probe, fluorescence polarization; inhibition, % at 5.96 µM; 340,000 tested, 0.5% active; AID 504803; in the data active = inhibition above about 36%;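 also: 0% = enzyme with DMSO and 100% = wells lacking enzyme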
# SIAE primary: blocks human sialic acid acetylesterase; Q9HAT2; SIAE FP-Rh probe binding, fluorescence polarization; inhibition, % at 9.66 µM; 370,000 tested, 0.69% active; AID 1053197;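 active = inhibition above a cutoff: mean of compounds within the control limits plus 3 SD of those, cut at about 17% in these data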;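 also: 0% = plate median of compound wells and 100% = probe without SIAE protein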
# TCR CD3 inh: blocks the human TCR-CD3 interaction; TAMRA-labeled TCR probe fluorescence, biochemical; inhibition, % at 9.4 µM; 360,000 tested, 0.37% active; AID 651800; in the data active = inhibition above about 19%;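 also: recombinant mutant TCR 2C K166C tagged with TAMRA read by polarization; 0% = receptor in buffer alone and 100% = receptor with positive control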
# TDP2 absorb: blocks human TDP2 phosphodiesterase activity; recombinant TDP2, T5PNP hydrolysis, p-nitrophenol absorbance 415 nm; inhibition, % at 12.8 µM; 370,000 tested, 0.34% active; AID 720702;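 active = inhibition above the mean of all tested compounds plus 3 SD, set per campaign, cut at about 25% in these data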;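 also: 0% = DMSO with enzyme and 100% = buffer with substrate but no TDP2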
# Target sequence (O95551 whole entry, looked up): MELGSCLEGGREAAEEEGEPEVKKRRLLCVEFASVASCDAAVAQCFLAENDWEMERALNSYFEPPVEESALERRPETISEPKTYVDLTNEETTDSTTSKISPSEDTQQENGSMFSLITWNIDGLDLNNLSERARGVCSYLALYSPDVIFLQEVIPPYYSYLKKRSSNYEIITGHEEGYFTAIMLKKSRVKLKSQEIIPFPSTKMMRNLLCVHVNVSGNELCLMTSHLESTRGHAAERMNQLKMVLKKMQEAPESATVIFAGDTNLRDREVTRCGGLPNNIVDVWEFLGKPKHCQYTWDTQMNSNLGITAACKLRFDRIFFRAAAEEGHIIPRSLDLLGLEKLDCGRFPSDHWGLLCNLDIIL
#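 Incubation: 2 h at 37 °C; Test system: recombinant human TDP2; Quantity: enzyme 120 nM; Read-out basis: percent inhibition; Medium: 50 mM Tris-HCl pH 7.5 with Mg2+, KCl, DTT, BSA; Repeats: single replicate; Compound: 12.8 µM single point, 1% DMSO; Signal: epi absorbance; Reagent: 5 mM T5PNP chromogenic substrate; Benchmarks: no-enzyme high, DMSO-plus-enzyme low.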
# rCAG binder: r(CAG) repeat RNA binding. TO-PRO-1 dye displacement fluorescence. inhibition, % at 3 µM. 370,000 tested, 1.3% active;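 active = inhibition above the plate cutoff, the mean of all test compounds on that plate plus 3 SD, cut at about 35% in these data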;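 also: 0% = DMSO alone and 100% = 100 µM mitoxantrone as full dye displacement; higher means more dye released from RNA so lower well fluorescence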
# MBD2 DNA inh: MBD2-methylated oligo binding inhibition | inhibition, % at 4.4 µM | TR-FRET, MBD2 binding to methylated oligonucleotide | 370,000 tested, 0.31% active; in the data active = inhibition above about 13%
# NPR2 activator: GC-B (human) receptor activation; 370,000 tested, 0.11% active; activation, % at 10 µM; HEK293-GC-B cells, CNP EC30, cGMP TR-FRET; 0% at EC30 CNP, 100% saturating CNP;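 active = activation at 10 µM reaching about 35% in either raw or pattern-adjusted values, limit read from the data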
# PRMT1 inh: inhibitors of human PRMT1. recombinant PRMT1, activity-based probe fluorescence polarization. inhibition, % at 2.79 µM. 370,000 tested, 1.3% active. AID 652257;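 active = inhibition above about 21% made by adding two undisclosed values, limit read from the data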
# Target sequence (Q99873 whole entry, looked up): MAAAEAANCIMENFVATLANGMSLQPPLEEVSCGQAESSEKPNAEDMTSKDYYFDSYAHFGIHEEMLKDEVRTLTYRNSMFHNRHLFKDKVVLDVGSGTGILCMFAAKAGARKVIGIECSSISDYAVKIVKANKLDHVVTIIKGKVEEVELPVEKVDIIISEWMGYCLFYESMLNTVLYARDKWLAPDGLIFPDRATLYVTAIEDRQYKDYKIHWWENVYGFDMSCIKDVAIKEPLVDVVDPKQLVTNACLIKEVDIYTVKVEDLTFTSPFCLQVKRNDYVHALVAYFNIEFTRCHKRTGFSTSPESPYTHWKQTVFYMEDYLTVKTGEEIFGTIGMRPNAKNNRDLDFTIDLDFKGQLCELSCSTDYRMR
# LEDGF integ inh: blocks HIV-1 LEDGF/p75-dependent DNA integration; TR-FRET IN-LEDGF/p75 DNA integration, Eu/Cy5; inhibition, % at 3.7 µM; 370,000 tested, 0.64% active; AID 743269;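 active = inhibition above the screen-wide mean plus 3 SD, cut at about 13% in these data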;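 also: signal is the Cy5 over europium emission ratio at 671 and 618 nm; 0% = plate median of compound wells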
# * marks the source's active call; other numbers are inactive results; / = no result given. An excerpt; the hit share may differ from the screen's.
SMILES,ABHD4 inh,HTRA1 inh,SIAE primary,TCR CD3 inh,TDP2 absorb,rCAG binder,MBD2 DNA inh,NPR2 activator,PRMT1 inh,LEDGF integ inh
C=CCNC(=O)c1ccccc1NC(=O)C1COc2ccccc2O1 (stereo unspecified),1,-13,2,8,-4,-2,-1,-5,1,2
CC1=CC(C)(C)N2C(=O)C3(C(C#N)=C(N)OC4=C3C(=O)CC(C)(C)C4)c3cccc1c32 (stereo unspecified),2,/,0,4,-1,-3,12,1,0,1
CC(=O)c1c(C)n(-c2ccc(Br)cc2)c2ccc(O)cc12,1,1,-5,1,2,2,-2,4,-1,0
COc1cccc(C(=O)N2CCN(c3ncccn3)CC2)c1,0,-1,-3,6,5,0,-3,3,-1,-6
CC(C)S(=O)(=O)C/C(N)=N/OS(=O)(=O)c1ccc(Cl)cc1,-7,3,-2,-2,5,0,-3,4,5,-1
COc1ccc(C2CCCN2C(=S)Nc2cccc(C)c2C)cc1OC (stereo unspecified),1,0,-1,0,-10,3,5,-2,-1,-3
CC(C)(C)NC(=S)N1CCC(C(=O)c2ccc(F)cc2)CC1,1,10,3,-6,0,-5,-7,6,2,0
COc1ccc2oc(C(=O)N3CCCc4ccccc43)c(C)c2c1,-5,-16,-3,4,-4,-3,-1,-4,-4,-1
Cc1cccc(S(=O)(=O)Nc2nc3ccccc3nc2Nc2cccc(C(=O)O)c2)c1,0,9,6,7,10,53*,0,2,2,0
Cc1cccc(CSc2ccc(-c3cccs3)nn2)c1,-12,-29,4,4,-3,1,4,0,2,1
COC(=O)c1cn(C)c2ccc(S(=O)(=O)N3CCOCC3)cc2c1=O,1,3,0,1,13,0,4,0,-1,-1
CCn1c(SCC(=O)Nc2ccc(C(C)=O)cc2)nc2c([nH]c3ccccc32)c1=O,4,-4,-4,4,0,2,3,2,4,-2
Cc1c([N+](=O)[O-])c(C(=O)NC2CCCCC2)nn1C,6,5,-1,0,6,-2,3,0,2,-2
CCCC(=O)C1=C(N(C)c2ccccc2)CC(C)(C)C(C(=O)OC)C1=O (stereo unspecified),2,2,-4,-4,-10,-2,2,-1,-1,6
Cc1ccc(S(=O)(=O)N2CCOCC2)cc1NC(=O)COC(=O)CNC(=O)c1ccc(C(C)(C)C)cc1,-6,-1,0,7,7,-2,2,1,-4,1
O=C(Nc1cccc2c1C(=O)NC2=O)c1cccnc1Cl,0,5,-7,6,0,3,-1,-2,4,0
CC1=C(C(=O)OC(C)C)C(C)NC(=O)N1 (stereo unspecified),1,7,0,11,-3,0,4,5,-1,2
Cc1ccnc(SCc2ccc([N+](=O)[O-])cc2)n1,-1,-1,3,3,7,1,-5,4,-4,0
C/C(CC(=O)Nc1cccnc1)=N\NC(=O)C(=O)Nc1cccc(C)c1,2,-3,3,2,-4,3,5,-7,3,-2
CCOc1ccc(/C=C2\SC(=S)N(CC(=O)NCCCN3CCOCC3)C2=O)cc1,-4,-9,9,-5,0,6,-5,-1,5,-4
O=C(CNS(=O)(=O)c1ccccc1)NCc1ccco1,-8,6,5,4,3,2,1,-3,-3,1
O=C(NP(=O)(N1CCOCC1)N1CCOCC1)C1=C(N2CCOCC2)/C(=C\c2ccccc2)CC1,0,1,5,9,-2,7,-6,5,0,6
COc1cccc(C(=O)/C=C2\Sc3ccccc3N2C)c1,1,-10,-2,9,-5,1,-4,-5,1,-1
CCOc1ccc(NC(=O)C(C)NS(=O)(=O)c2ccc(NC(C)=O)cc2)cc1 (stereo unspecified),0,0,-4,2,3,7,-4,6,16,-5
O=C(CCN1CCC(c2cccs2)=N1)c1cccs1,-10,/,2,-6,2,-1,3,-1,8,9
O=c1cc(C(F)(F)F)nc(SCc2cccc3ccccc23)[nH]1,-34,-55,13,13,-10,69*,-4,6,-1,2
COc1ccc(CN2CCSCC2)cc1O,-9,1,0,-6,-11,1,7,6,8,-3
CCOc1ccc(C(=O)N/N=C/c2ccc(SC)cc2)cc1,1,-4,-2,1,6,2,4,0,-1,0
O=S(=O)(c1ccc(Oc2ncnc3scc(-c4ccccc4)c23)cc1)N1CCOCC1,-15,-21,-1,2,-13,2,2,-3,1,2
Cc1cc(NC(=O)Cn2nnc(-c3ccccc3N)n2)no1,-2,-5,1,5,4,0,-5,0,-3,1
COc1ccc(CNC(=O)COC(=O)C2CCC(C(C)(C)C)CC2)cc1 (stereo unspecified),-10,-29,-3,10,-7,-5,1,1,1,4
Cc1ccc(NC(=O)Cc2nnc(SCC(=O)NC3CCCC3)n2C)c(C)c1,3,5,4,1,6,-3,3,-2,4,-2
CC(=O)c1ccc(NC(=O)c2ccc(C)c(S(=O)(=O)N3CCOCC3)c2)cc1,0,-2,-7,4,-7,1,0,3,5,-1
Cc1ccc(C(=O)Nc2ccn(C)n2)cc1,6,9,1,-16,0,2,1,-3,0,-2
Cc1ccc(S(=O)(=O)N2CCOCC2)cc1C(=O)OCC(=O)c1ccc[nH]1,4,-2,1,1,0,4,2,4,-4,1
Fc1ccc(Nc2nc(NCc3ccco3)c3ccccc3n2)cc1,18,-25,9,-8,-5,9,0,10,3,-1
CC1CCc2c(sc(NC(=O)CSc3nc(N)cc(=O)[nH]3)c2C(N)=O)C1 (stereo unspecified),10,-16,-5,4,-8,19,-2,2,1,3
C[C@H](CO)N1C[C@H](C)[C@@H](CN(C)S(=O)(=O)c2cccc(F)c2)OCc2cnnn2CCCC1=O,-2,3,-1,-4,-10,3,-3,-4,-8,3
COc1ccc2nc3oc(C(=O)N4CCCCC4)cc3cc2c1,0,0,-1,1,2,-3,-11,1,-2,2
CCOC(=O)CSc1nc2ccsc2c(=O)[nH]1,1,-7,-2,1,5,1,1,0,-2,-1
COc1ccc(CN(CC(=O)NC2CCCC2)C(=O)CCC(=O)Nc2nccs2)cc1,3,-3,0,-3,-9,-6,-2,2,1,1
COC(=O)/C=c1/sc2n(c1=O)CCN=2,-9,-1,-3,7,-1,-2,-2,5,0,-3
Cc1onc(-c2c(Cl)cccc2Cl)c1CO/N=C(\C#N)c1c(Cl)cccc1Cl,-11,-9,-6,3,-21,5,1,0,0,1
Cn1c(=O)c([N+](=O)[O-])c(Oc2ccccc2)c2ccccc21,6,6,12,1,13,6,-2,3,6,2
COc1ccc(-c2sc3ccccc3c2-c2ccc(O)cc2)cc1,-8,2,-7,0,-1,8,3,6,0,1
COc1ccc(Nc2nnc(C)c(=O)[nH]2)cc1,2,3,-2,3,4,0,-8,0,0,-4
COc1cccc(C2CC(=O)Nc3c2c(=O)n(C)c(=O)n3C)c1OC (stereo unspecified),-4,-1,2,-7,4,0,-1,1,3,-1
CN(C)S(=O)(=O)Oc1ccsc1C(=O)Nc1cccc(Cl)c1Cl,-6,-40,-11,5,-7,9,-3,1,1,1
CN(C)c1ccc(NC(=O)CCN2C(=O)c3cccc([N+](=O)[O-])c3C2=O)cc1,-5,9,1,-1,-23,5,-4,-2,2,2
O=C(COC(=O)CNC(=O)c1ccc([N+](=O)[O-])o1)Nc1ncc(C(F)(F)F)cc1Cl,-3,7,-1,4,-11,2,1,-7,-1,4
COc1ccc(-c2[nH]c(-c3ccc(Cl)cc3)nc2SCC(=O)Nc2nccs2)cc1,-9,0,14,-9,-8,6,1,-8,0,4
COc1cc(C(=O)O)ccc1OC(C)=O,6,1,6,-7,9,-2,1,8,-1,-3
C/C(=N/NC(=O)c1ccc(Br)o1)c1cccs1,6,5,0,8,-5,-1,2,1,-1,-2
C=CCN1C(=O)/C(=N/n2cnnc2)c2ccccc21,1,-2,3,11,4,3,2,-2,2,0
CC(C)N=C(NS(=O)(=O)c1ccc(Br)cc1)c1ccc(Cl)cc1,-5,-4,-2,2,22,-8,-3,-14,-5,-1
CC(=O)Oc1cc2c(C(=O)NCCN3CCOCC3)c(C)oc2c2ccccc12,2,1,6,-1,3,-8,-1,-5,-1,5
CC12CCC(C(=O)Nc3nc4ccc(Br)cc4s3)(OC1=O)C2(C)C (stereo unspecified),-38,-14,-7,-1,7,0,2,-1,1,2
O=C(COC(=O)c1ccc2c(c1)OCO2)Nc1ccccc1F,5,8,5,0,5,1,0,7,-1,-2
O=C(OCc1ccccc1)N1CCc2ccccc21,-8,-2,1,-10,-4,2,7,-2,6,8
Cc1c(NC(=O)/C=C/C(=O)O)cccc1[N+](=O)[O-],1,6,9,6,14,0,1,-6,70*,-4

# Next section
SMILES,ABHD4 inh,HTRA1 inh,SIAE primary,TCR CD3 inh,TDP2 absorb,rCAG binder,MBD2 DNA inh,NPR2 activator,PRMT1 inh,LEDGF integ inh
Cc1ccccc1NC(=O)Cn1cccc1,4,4,1,-3,-11,-2,-1,7,1,-8
O=C(Nc1nccs1)C1CCN(S(=O)(=O)c2cccs2)CC1,-2,-2,-5,5,1,-3,-3,-6,1,1
Cn1nc(C(C)(C)C)c(NC(=O)c2ccc(F)cc2)c1C(C)(C)C,1,-6,-1,6,4,-2,2,6,-2,-2
CC(=O)Nc1ccc(S(=O)(=O)NCCC(=O)OCC(=O)c2cc(C)ccc2C)cc1,-4,-11,1,6,5,6,-4,1,-4,3
COC(=O)c1cccc2c1-c1ccccc1/C2=N\NC(N)=O,-6,-14,4,6,6,8,-5,26,1,3
C/C(=N\NC(=O)c1csc2ccccc12)c1ccc(O)cc1,-2,-25,1,4,-1,1,-4,-8,0,4
CC(C)CCn1c(N2CCc3ccccc3C2)nc2c1c(=O)[nH]c(=O)n2C,-8,3,1,2,-2,0,-4,-8,0,-5
O=C(O)/C=C/C(=O)Nc1ccc(-c2ccccc2)cc1,7,4,2,2,9,3,-1,0,4,-3
COc1cccc(/C=N/NC(=O)c2ccc(-c3ccccc3)cc2)c1O,16,33,-2,9,-3,9,-3,-4,2,-2
COC(=O)[C@]12C[C@H](CC(=O)NCC3CCCCC3)C(=O)N(CCC3=CCCCC3)C1=C[C@H](C(C)C)O[C@@H]2C1CC1,3,/,-3,/,-5,3,3,1,21,-5
Nc1nnc(SCCOc2ccc(Br)cc2)s1,-8,-8,-4,4,-10,2,-6,-5,-4,-5
CC1=C(C(=O)N2CCc3ccccc32)C2(CCC(C)CC2)OC1=O (stereo unspecified),-11,-8,0,5,-9,-6,2,2,0,0
Cc1c(C(=O)NCC2CC2)sc(=O)n1Cc1cccc(F)c1,7,/,-5,8,-5,1,0,1,-1,-2

# Entries above with a tert-butyl group:
SMILES,ABHD4 inh,HTRA1 inh,SIAE primary,TCR CD3 inh,TDP2 absorb,rCAG binder,MBD2 DNA inh,NPR2 activator,PRMT1 inh,LEDGF integ inh
CC(C)(C)NC(=S)N1CCC(C(=O)c2ccc(F)cc2)CC1,1,10,3,-6,0,-5,-7,6,2,0
Cc1ccc(S(=O)(=O)N2CCOCC2)cc1NC(=O)COC(=O)CNC(=O)c1ccc(C(C)(C)C)cc1,-6,-1,0,7,7,-2,2,1,-4,1
COc1ccc(CNC(=O)COC(=O)C2CCC(C(C)(C)C)CC2)cc1 (stereo unspecified),-10,-29,-3,10,-7,-5,1,1,1,4
Cn1nc(C(C)(C)C)c(NC(=O)c2ccc(F)cc2)c1C(C)(C)C,1,-6,-1,6,4,-2,2,6,-2,-2
